p53null 32C tox = qHTS Screen for Compounds that Selectively Target Cancer Cells with p53 Mutations: Cytotoxicity of p53 Null Cells at the Permissive Temperature; Potency, µM (series often up to 46.1 µM), for the others: at the highest dose activity change, negative = cytotoxicity, hits mostly cytotoxic; 55,000 compounds, 0.62% hits; H1299-neo p53 null cells, ATP luminescence, 24 h, 32C; AID 903, 2007;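 note: potency is the fitted concentration of half-maximal effect; 0% = DMSO only and -100% = full killing by 100 µM tamoxifen; nearly all actives have a fitted effect of over 55% in size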
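Cytotoxicity: H1299-neo (no p53), 32C, 24 h treatment. Concentrations up to 46 uM. Readout cellular ATP, luminescence. Normalization to DMSO basal and tamoxifen 100 uM maximal kill.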
PTAP-TSG101 blk = qHTS Validation Assay for Inhibitors of HIV-1 Budding by Blocking the Interaction of PTAP/TSG101: Sytravon Library Screen; Tumor susceptibility gene 101 protein (Homo sapiens), Q99816; Fluorescence polarization, FITC-PTAP peptide/Tsg101, 20 min; Potency, µM (doses to about 115 µM), for the others: at the top dose activity change, negative = inhibition, most hits filed as inhibitors; 44,000 tested, under 10 active; note: potency is the fitted concentration of half-maximal effect; 0% is about no effect
Target sequence (Q99816 whole entry, looked up): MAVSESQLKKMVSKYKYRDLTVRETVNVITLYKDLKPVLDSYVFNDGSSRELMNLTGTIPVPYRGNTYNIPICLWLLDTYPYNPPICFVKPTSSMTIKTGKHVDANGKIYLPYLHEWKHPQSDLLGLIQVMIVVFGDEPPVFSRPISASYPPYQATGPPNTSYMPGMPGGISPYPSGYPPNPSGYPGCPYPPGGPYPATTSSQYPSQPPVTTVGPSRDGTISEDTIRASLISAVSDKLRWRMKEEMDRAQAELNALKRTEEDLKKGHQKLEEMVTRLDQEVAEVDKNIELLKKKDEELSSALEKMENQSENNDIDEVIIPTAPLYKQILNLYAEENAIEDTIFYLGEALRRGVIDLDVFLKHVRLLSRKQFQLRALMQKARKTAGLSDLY
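Fluorescence polarization binding of Tsg101 binding domain (10 uM final) to FITC-labeled PTAP-motif peptide (50 nM final) in HEPES pH 7.5/NaCl/Tween 20/EDTA/TCEP buffer; 20 min at r.t. Actives by curve class, <25 µM, efficacy <60% inhibition.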
p53null 39C kill = qHTS Screen for Compounds that Selectively Target Cancer Cells with p53 Mutations: Cytotoxicity of p53 Null Cells at the Nonpermissive Temperature | Potency, µM (series often up to 46.1 µM), for inactives: at the highest dose activity, negative = cell killing, usual class: cytotoxic | 55,000 compounds, 0.97% hits | AID 904, 2007 | H1299 p53-null (neo) cells, 39C, ATPlite viability, 24 h;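 note: potency is the fitted concentration of half-maximal effect; 0% = DMSO only and -100% = full killing by 100 µM tamoxifen; nearly all actives have a fitted effect of over 50% in size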
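Following overnight plating at 37C (600 cells/well), H1299-neo or H1299-p53A138V cells are dosed up to 46 uM. Incubation lasts 24 hr at 39C before ATP detection.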
FH mod = Identification of activators of human fumarate hydratase by quantitative high-throughput screening. Fumarate hydratase, mitochondrial (Homo sapiens), P07954. FH coupled MDH/diaphorase resazurin fluorescence, 15 min. Potency, µM (series often up to 79.9 µM), for the others: at the highest dose activity change, negative = inhibition, usual class: inhibitors. 54,000 compounds, 0.22% hits. AID 1347055, 2019; note: potency is the fitted concentration of half-maximal effect; % is set by controls: 0 for no effect and ±100 for the full control effect; the screen sought activators but most active calls are inhibition curves; nearly all actives have a fitted effect of over 45% in size
B2AR arrestin ag = qHTS assay of beta-arrestin-biased ligands of beta2-adrenergic receptor: NCGC Sytravon Library Screen. Potency, µM (doses to about 46.1 µM), for the others: top-dose activation, actives largely listed as activators. Beta-2 adrenergic receptor (Homo sapiens), P07550. 44,000 tested, under 10 active. HTLA Tango cells, beta-arrestin recruitment, luciferase luminescence, 18 h;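 note: potency is the fitted concentration of half-maximal effect; 0% = DMSO and full agonism = EC100 isoproterenol or metaproterenol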
Target sequence (P07550 whole entry, looked up): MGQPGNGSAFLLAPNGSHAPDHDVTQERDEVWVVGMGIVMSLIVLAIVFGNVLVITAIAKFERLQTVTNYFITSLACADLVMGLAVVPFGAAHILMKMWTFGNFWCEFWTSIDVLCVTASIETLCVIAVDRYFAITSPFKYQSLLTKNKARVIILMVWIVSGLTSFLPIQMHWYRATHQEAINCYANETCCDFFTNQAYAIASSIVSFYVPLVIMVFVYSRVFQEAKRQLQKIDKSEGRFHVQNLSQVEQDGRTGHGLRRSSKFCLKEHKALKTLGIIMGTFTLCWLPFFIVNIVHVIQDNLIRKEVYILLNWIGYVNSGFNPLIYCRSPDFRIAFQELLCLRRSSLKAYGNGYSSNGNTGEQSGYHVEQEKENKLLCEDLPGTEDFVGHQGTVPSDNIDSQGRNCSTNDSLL
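Luminescence read-out: arrestin recruitment to recombinant beta2-AR releases tTA, inducing luciferase. Cells exposed 18 hr at 37 degrees C to up to 46 microM compound; %Activity from corrected signal, concentration-response curves classified by r2, magnitude and efficacy.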
NTMT1 inh = Primary qHTS for Inhibitors of N-terminal methyltransferase 1 (NTMT1): MTaseGlo Assay; 59,000 compounds, 2.5% hits; AID 1645870, 2021; NTMT1 MTase-Glo SAH luminescence, purified enzyme; Potency, µM (series often up to 114 µM), inactives show top-dose activity change, negative = inhibition, hits mostly inhibitors;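 note: potency is the fitted concentration of half-maximal effect; plate controls were DMSO vehicle for no effect and no enzyme for full effect; nearly all actives have a fitted effect of over 65% in size; many of its hits are not listed in these tables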
Target sequence (Q9BV86 whole entry, looked up): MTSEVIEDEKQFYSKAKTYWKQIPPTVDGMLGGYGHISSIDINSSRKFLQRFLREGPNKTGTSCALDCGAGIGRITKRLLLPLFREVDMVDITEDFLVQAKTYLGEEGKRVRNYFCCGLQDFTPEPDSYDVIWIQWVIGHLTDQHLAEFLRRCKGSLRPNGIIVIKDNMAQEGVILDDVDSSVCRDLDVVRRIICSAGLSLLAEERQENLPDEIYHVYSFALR
GALK inh = qHTS Assay for Inhibitors of Human Galactokinase (GALK): NCGC Sytravon Library Screen | P51570 | recombinant GALK, Kinase-Glo ATP luminescence, 1 h | 44,000 tested, under 10 active | Potency, µM (titrated, usually from 57.5 µM), without a hit: at the top dose activity, negative = inhibition, usual class: inhibitors;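 note: plate controls were full GALK reaction for no effect and reaction lacking GALK for full effect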
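Compounds were pinned into ATP buffer, then GALK-galactose mix was added (final 5 nM enzyme, 35 uM ATP, 100 uM galactose, pH 8.0). After 1 h at room temperature, Kinase-Glo Plus was added and luminescence read.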
Active calls of the source: *; u = inconclusive; x = not tested or not shown; [ ] = another dose, or the depositor's remark. Calls come from the whole dose curve; as a rule, active = well fitted curve in the direction sought with a large enough effect; inconclusive = small, poorly fitted or top-dose-only effect, or another doubt; inactive = no such curve, though single readings can be large; an effect the other way counts as inactive or inconclusive.

SMILES	p53null 32C tox	PTAP-TSG101 blk	p53null 39C kill	FH mod	B2AR arrestin ag	NTMT1 inh	GALK inh
COc1ccc(CCNC(=O)CS(=O)Cc2nc(-c3ccccc3F)oc2C)cc1OC (stereo unspecified)	6%	-1%	-15%	-5%	-2%	u	-1%
COc1ccc(S(=O)(=O)NCc2cccn2Cc2cc(C)ccc2C)cc1OC	1%	-9%	16%	-16%	1%	3%	1%
Cc1oc(-c2cccc(Cl)c2)nc1CN1CCCC(C(=O)NCCc2ccc(Cl)cc2)C1 (stereo unspecified)	-1%	0%	20µM*	u	0%	10%	-12%
COc1ccc(CCNC(=O)CCCCn2c(=O)c3ccccc3n(Cc3ccc(Cl)cc3)c2=O)cc1OC	-5%	-3%	-3%	-5%	1%	u	0%
Cc1ccccc1Cn1c(SCc2ccc(C(=O)NC3CCCC3)cc2)nc2ccncc21	7%	-3%	-4%	-14%	1%	0%	6%
Cc1c(C)n(C)c2ccc(C(=O)N3CCN(c4ccccc4)CC3)cc12	6%	-3%	-19%	-28%	0%	u	0%
CCOc1ccc(C(=O)NCc2ccc3c(c2)CCN3C(=O)c2ccc(Cl)cc2)cc1	8%	2%	12%	-4%	-2%	7%	-5%
CCc1ccc(NC(=O)CSc2ccc3nc(-c4ccc(OC)cc4)cn3n2)cc1	u	11%	u	-7%	1%	8%	-10%
CCc1ccc(-n2c(=O)c3c4c(sc3n(CC(=O)c3ccc(Cl)cc3)c2=O)CCC4)cc1	-5%	1%	-18%	-8%	1%	4%	6%
CCc1ccc2occ(CC(=O)Nc3c(C(=O)Nc4ccc(C)cc4)oc4ccccc34)c2c1	-14%	-9%	4%	-13%	1%	10%	1%
COc1ccc(Cl)cc1NC(=O)C1CCN(c2nnc(C)c3c(C)n(-c4ccccc4)nc23)CC1	15%	1%	-6%	-17%	0%	6%	3%
Cc1ccc(CN2CCCn3nc(C(=O)NCc4ccccc4Cl)cc3C2=O)cc1	7%	1%	7%	-20%	0%	-11%	u
O=C(NCCS(=O)(=O)N1CCN(c2ccccc2F)CC1)C1CC(=O)N(c2ccc(F)cc2)C1 (stereo unspecified)	-4%	9%	-17%	1%	1%	-21%	-1%
Cc1ccccc1-c1noc(-c2ccc(N3CCOCC3)c([N+](=O)[O-])c2)n1	-7%	0%	7%	-34%	-3%	-3%	0%
CCOC(=O)c1c(NC(=O)c2ccc(OCC)c(Br)c2)sc2c1CCCC2	7%	-7%	-4%	-2%	1%	4%	-1%
COc1ccc(OC)c([C@@H]2Nc3ccc(C(=O)O)cc3[C@@H]3C=CC[C@@H]32)c1	-14%	-3%	11%	-10%	-2%	-20%	0%
CC(C)(C)OC(=O)N1CCC(c2c(C(=O)N3CCC(c4ccccc4)C3)cnn2-c2ccc(Cl)cc2)CC1 (stereo unspecified)	u	-6%	56%[activator]	-16%	0%	2%	0%
COc1ccc(C(=O)Nc2ccc(N(C)Cc3ccccc3)c(C(=O)O)c2)cc1	-5%	0%	-21%	0%	-1%	u	0%
Cc1ccc(CCNC(=O)CCCc2nnc3n(C)c(=O)c4sccc4n23)cc1	7%	-4%	-4%	3%	1%	-1%	-2%
CCOc1ccccc1NC(=O)c1c(NCc2sccc2C)sc2c1CCC(C)C2 (stereo unspecified)	1%	-3%	18%	-17%	-1%	-13%	-1%

Random excerpt: 4 entries already listed
SMILES	p53null 32C tox	PTAP-TSG101 blk	p53null 39C kill	FH mod	B2AR arrestin ag	NTMT1 inh	GALK inh
Cc1c(C)n(C)c2ccc(C(=O)N3CCN(c4ccccc4)CC3)cc12	6%	-3%	-19%	-28%	0%	u	0%
Cc1ccc(CCNC(=O)CCCc2nnc3n(C)c(=O)c4sccc4n23)cc1	7%	-4%	-4%	3%	1%	-1%	-2%
O=C(NCCS(=O)(=O)N1CCN(c2ccccc2F)CC1)C1CC(=O)N(c2ccc(F)cc2)C1 (stereo unspecified)	-4%	9%	-17%	1%	1%	-21%	-1%
COc1ccc(CCNC(=O)CCCCn2c(=O)c3ccccc3n(Cc3ccc(Cl)cc3)c2=O)cc1OC	-5%	-3%	-3%	-5%	1%	u	0%

Further entries:
SMILES	p53null 32C tox	PTAP-TSG101 blk	p53null 39C kill	FH mod	B2AR arrestin ag	NTMT1 inh	GALK inh
COc1ccc2[nH]cc(CCNC(=O)Nc3ccc(F)cc3)c2c1	3%	-3%	-10%	-10%	-3%	14%	-11%
CCOc1ccccc1CNC(=O)CN1C(=O)c2cccnc2Oc2ccc(Cl)cc21	12%	0%	-14%	3%	-1%	-19%	-2%
COc1cc(NS(=O)(=O)c2cccs2)cc(OC)c1	12%	-3%	u	4%	1%	8%	6%
Cn1c(=O)c2c(nc(SCC(=O)Nc3ccc(F)cc3)n2Cc2ccc(Cl)cc2)n(C)c1=O	-12%	1%	-14%	x	1%	x	3%
COc1ccc(-c2cc(C(F)(F)F)n3nc(C(=O)Nc4cccc(Cl)c4C)cc3n2)cc1	x	3%	x	-6%	1%	7%	-3%
Cc1cn2c(=O)cc(COC(=O)c3cccc(NC(=O)c4ccccc4C)c3)nc2s1	9%	1%	-13%	-22%	1%	-11%	-2%
Cn1nnc2c(NCc3ccccc3Cl)ncnc21	-6%	8%	-1%	-11%	-2%	-8%	1%
CCC(=O)N1CCc2cc(CNS(=O)(=O)c3ccc(C(C)C)cc3)ccc21	u	6%	-5%	-18%	1%	6%	7%
O=C(NCC(c1cccnc1)N1CCc2ccccc21)c1ccc(F)cc1 (stereo unspecified)	-23%	-2%	u	1%	0%	4%	1%
Cc1cccc(-n2ncc3c(N4CCN(c5ccccc5)CC4)ncnc32)c1	1%	1%	16%	-3%	-1%	3%	2%
CC1CCc2nc3ncn(Cc4cccc(F)c4)c(=O)c3cc2C1 (stereo unspecified)	-11%	-1%	-22%	-8%	1%	u	1%
Cc1oc(-c2ccc(Cl)cc2)nc1CN1CCCC(C(=O)NCc2ccccc2)C1 (stereo unspecified)	-3%	-2%	-12%	-13%	1%	u	0%
COc1ccc(CNC(=O)C2CCN(S(=O)(=O)c3ccc4c(c3)CCCN4C(C)=O)CC2)cc1	-4%	-1%	74%[activator]	2%	0%	1%	1%
CCC1CN(C(=O)N2CCC(C(=O)NCc3ccccc3F)CC2)c2ccccc2O1 (stereo unspecified)	1%	0%	-18%	-12%	0%	-2%	4%
COc1ccccc1-c1nnc(C2CCN(C(=O)c3ccccc3C)CC2)o1	u	-2%	-4%	1%	1%	1%	7%
CCOc1ccc(C(=O)NCC(c2ccc(Cl)cc2)N2CCCCC2)cc1 (stereo unspecified)	-7%	-4%	u	-18%	-4%	1%	u
O=C(Nc1nnc(SCc2cc(=O)n3cc(Cl)ccc3n2)s1)c1cccc(F)c1	-7%	0%	-12%	-15%	0%	5%	-2%
COc1ccccc1-c1nc2c(c(SCC(=O)Nc3c(C)cc(C)cc3C)n1)Cc1c(CO)cnc(C)c1O2	-1%	0%	-2%	-7%	1%	7%	4%
CC(C)c1ccc(OCC(=O)N(Cc2ccc(N(C)C)cc2)C2CCS(=O)(=O)C2)cc1 (stereo unspecified)	1%	-7%	-17%	-13%	0%	-7%	0%
COc1cc(Cl)c(NC(=O)CN(C)S(=O)(=O)c2ccc3c(c2)CCCC(=O)N3)c(OC)c1	-10%	-4%	u	-16%	-1%	9%	-2%

The list goes on.
SMILES	p53null 32C tox	PTAP-TSG101 blk	p53null 39C kill	FH mod	B2AR arrestin ag	NTMT1 inh	GALK inh
CC(C)N(Cc1ccccc1)c1ncnc2c1nnn2C	10%	-4%	21%	-2%	-4%	9%	1%
CCCCN(C)CC(O)Cn1cc(/C=C/C(=O)c2ccc(OCC)cc2)c2ccccc21 (stereo unspecified)	u	15%	5µM*	-21%	-3%	-23%	5%
COc1ccc(NC(=O)c2oc3ccccc3c2NC(=O)c2cc(=O)c3c(C)cc(C)cc3o2)cc1	2%	-1%	-23%	-5%	0%	6%	6%
CC(C)c1nn2c(=O)cc(COC(=O)c3ccccc3NC(=O)c3cccs3)nc2s1	2%	-2%	-14%	u	0%	11%	-2%
CCc1ccc(N2CC(c3nnc(NC(=O)c4ccco4)s3)CC2=O)cc1 (stereo unspecified)	-10%	1%	-2%	-12%	2%	-1%	0%
CCCOc1ccc(C(=O)Nc2cc(-c3nc4cc(C)cc(C)c4o3)ccc2C)cc1	0%	-4%	1%	11%	0%	20%	-1%
COc1ccccc1CNC(=O)c1cc2cc3ccc(Cl)cc3nc2o1	5%	-17%	17%	2%	0%	13%	14%
O=C(Cn1ncc2c3ccccc3n(Cc3ccc(Cl)cc3)c2c1=O)NCCCc1ccccc1	0%	47%[activator]	u	-6%	-3%	1%	0%
COc1ccccc1N1CCN(c2ncnc3onc(C)c23)CC1	8%	0%	8%	2%	0%	-1%	-2%
O=C(CSc1nccn1Cc1ccco1)Nc1ccc(F)cc1	-2%	-2%	-7%	2%	0%	4%	4%
CCCCC(=O)Nc1cccc(-c2nc3ncccc3o2)c1C	4%	2%	1%	x	1%	x	2%
COc1ccc(-n2ccnc2SCC(=O)Nc2nnc(C)s2)cc1	-1%	4%	4%	9%	0%	-9%	2%
Cc1cc(C)cc(-n2nnc(-c3nc(-c4ccc5c(c4)OCO5)no3)c2C)c1	2%	-2%	-3%	3%	0%	9%	1%
COc1ccc(CCC(=O)NC2CC(=O)N(c3ccc(F)cc3)C2)cc1 (stereo unspecified)	-7%	3%	3%	3%	-4%	5%	1%
CC1=C(c2ccc(F)cc2)S(=O)(=O)N=C1N1CCC(C(=O)NCCc2ccccc2C)CC1	2%	1%	22%	-13%	0%	-5%	0%
CCOc1cc(C2c3c(oc4ccccc4c3=O)C(=O)N2Cc2ccc(OC)cc2)ccc1O (stereo unspecified)	0%	4%	7%	-31%	0%	u	2%

These rows are one share of the data; count on the stated rates, not on these rows.
